Source: PubChem BioAssay (Sanford-Burnham Center for Chemical Genomics)
HKDC1 inhibitor: blocks human hexokinase HKDC1 activity. Q2TB90. recombinant HKDC1, G6PDH/diaphorase resazurin coupled fluorescence. inhibition, % at 20 µM. 0.16% of 340,000 active. AID 493160;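 active means inhibition above about 35% when tested at 20 µM, limit read from the data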;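 further: plate controls were DMSO wells with enzyme for no effect and DMSO wells lacking enzyme for full effect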
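Test system: recombinant HKDC1 (HK5) hexokinase enzyme, produced in-house / Doses: 20 µM test compound, 1% DMSO / Timing: 90 min, room temperature / Detection: G6PDH/diaphorase-coupled fluorescence, 1 mM NADP, 100 µM resazurin, 525/613 nm / Control set: DMSO wells with and without enzyme mix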
GRIN3A LBD mod: modulators (binders) of human NR3A ligand-binding domain. NR3A LBD differential scanning fluorimetry, Tm shift; 0% = protein alone, 100% = glycine-bound protein. Tm shift relative to glycine control, % at 25 µM. 2.5% of 340,000 active. AID 1259313;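 active means melting temperature shift of at least 10% of the positive control shift, at one fixed dose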
MPTP inh: blocks calcium-induced mitochondrial swelling. isolated mouse mitochondria, Ca2+ swelling absorbance, 30 min. AID 602449. inhibition, % at 10 µM. 1.4% of 360,000 active;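 active means inhibition of 50% or more, scaled per plate between neutral and stimulator controls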;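 further: 0% = DMSO wells given calcium and 100% = 1 mM EGTA wells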
SENP6 block: blocks the human protease SENP6 | inhibition, % at 10 µM | 1.8% of 330,000 active | Recombinant SENP6 catalytic domain, aminoluciferin luminescence;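 active means inhibition above about 50% at the single tested dose, limit read from the data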;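 further: plate controls were DMSO wells with enzyme for no effect and DMSO wells lacking enzyme for full effect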
SENP7 block: blocks the human protease SENP7 | 1.5% of 330,000 active | Q9BQF6 | AID 434973 | recombinant SENP7, Z-RLRGG-aminoluciferin luminescence, 40 min | inhibition, % at 5 µM;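 active means inhibition above about 50% at the single test dose, limit read from the data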;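 further: plate controls were DMSO with enzyme for no effect and no enzyme buffer wells for full effect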
Target sequence (Q9BQF6 706-1050 limits assumed): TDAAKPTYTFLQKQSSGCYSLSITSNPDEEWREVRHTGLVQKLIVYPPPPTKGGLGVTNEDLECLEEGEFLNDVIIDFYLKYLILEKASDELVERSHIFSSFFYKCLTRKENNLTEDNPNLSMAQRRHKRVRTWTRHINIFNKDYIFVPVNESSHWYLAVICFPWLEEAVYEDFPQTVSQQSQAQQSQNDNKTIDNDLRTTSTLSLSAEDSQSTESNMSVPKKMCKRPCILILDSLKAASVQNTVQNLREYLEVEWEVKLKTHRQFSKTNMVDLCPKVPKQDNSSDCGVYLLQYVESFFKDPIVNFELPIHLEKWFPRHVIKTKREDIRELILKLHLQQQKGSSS
SENP8 inh: inhibitors of human SENP8 protease. inhibition, % at 20 µM. recombinant SENP8, Nedd8 substrate fluorescence. 0.64% of 360,000 active. Q96LD8. AID 602440; in the data active means inhibition mostly above about 40%, no sharp cut-off; inactive means mostly below about 27%
Target sequence (Q96LD8 whole entry, looked up): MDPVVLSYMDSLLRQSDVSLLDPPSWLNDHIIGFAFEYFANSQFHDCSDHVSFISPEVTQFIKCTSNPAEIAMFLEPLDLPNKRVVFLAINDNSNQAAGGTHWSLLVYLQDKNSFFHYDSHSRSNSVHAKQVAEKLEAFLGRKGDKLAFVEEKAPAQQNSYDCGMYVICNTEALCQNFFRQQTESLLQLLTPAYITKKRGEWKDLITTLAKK
PfG6PD inh: PfG6PD (Plasmodium falciparum) enzyme inhibition. PfGluPho enzyme, NADPH resazurin-diaphorase fluorescence. inhibition, % at 20 µM. 0.78% of 350,000 active;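 active means inhibition reaching at least a set limit at 20 µM in the primary screen, cut at about 59% in these data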;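 further: 0% = DMSO wells with substrate and 100% = DMSO wells lacking glucose-6-phosphate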
ATG4B inh: blocks human ATG4B protease cleavage of LC3 substrate | AID 504462 | inhibition, % at 8.33 µM | ATG4B cleavage of LC3-PLA2, NBD-HPC fluorescence, 1 h | 0.51% of 340,000 active | Q9Y4P1; in the data active means inhibition above about 40%
Target sequence (Q9Y4P1 whole entry, looked up): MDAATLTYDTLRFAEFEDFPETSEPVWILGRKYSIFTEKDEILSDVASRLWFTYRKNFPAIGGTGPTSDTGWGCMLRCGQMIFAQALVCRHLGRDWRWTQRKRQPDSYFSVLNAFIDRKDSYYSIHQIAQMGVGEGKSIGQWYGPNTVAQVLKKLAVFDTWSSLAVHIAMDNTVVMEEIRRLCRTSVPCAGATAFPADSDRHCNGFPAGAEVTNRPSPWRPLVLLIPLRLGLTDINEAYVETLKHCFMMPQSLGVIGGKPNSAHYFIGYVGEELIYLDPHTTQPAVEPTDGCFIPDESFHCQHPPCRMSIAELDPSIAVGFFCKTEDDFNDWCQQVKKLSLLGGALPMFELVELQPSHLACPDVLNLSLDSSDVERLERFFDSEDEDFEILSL
Starred values were filed as active, the others as inactive; · = no result given.

SMILES | HKDC1 inhibitor | GRIN3A LBD mod | MPTP inh | SENP6 block | SENP7 block | SENP8 inh | PfG6PD inh | ATG4B inh
CCOC(=O)c1cc(-c2csc(-c3cccc(Cl)c3)n2)on1 | -1 | 2 | 1.0 | 13 | 0 | 3 | -5 | -8
O=C(Nc1ccc(F)cc1)c1ccc2snnc2c1 | 1 | 2 | 1.6 | -1 | 2 | 2 | 21 | -14
Cc1ccc(S(=O)(=O)N(CC(=O)N/N=C/c2cccc(Cl)c2)c2cccc3cccnc23)cc1 | -1 | -7 | 0.9 | -13 | -9 | 9 | -4 | -10
COc1cccc(CN(C)C(=O)CSCC(=O)Nc2cccc(C)c2)c1OC | -4 | 2 | -1.8 | 10 | -5 | 11 | -2 | -64
CN(C)c1ccc(P(=O)(COc2ccc([N+](=O)[O-])cc2)c2ccc(N(C)C)cc2)cc1 | 5 | 3 | 1.7 | -20 | 2 | 27 | 45 | 2
COc1ccc(NC(=O)Cn2nnc(C(=O)NCCc3ccc(OC)c(OC)c3)c2N)c(OC)c1 | -10 | -2 | 0.0 | 4 | -6 | 2 | -1 | -3
COc1ccc(C(=O)NCCn2cc(SCC(=O)NCc3ccco3)c3ccccc32)cc1 | -3 | 4 | -1.6 | -16 | -12 | 6 | 9 | 0
CCOC(=O)c1snc2c(=O)[nH]cnc12 | 1 | 0 | 0.1 | -13 | -5 | -311 | -16 | -1
Cn1c(O)c(N=Nc2nc(-c3ccccc3)cs2)c2ccccc21 | 20 | -1 | 2.6 | 16 | 59* | 30 | 5 | -7
CCCn1c(SCN2C(=O)c3ccccc3C2=O)nc2cc(Cl)ccc2c1=O | -9 | -6 | 2.8 | -7 | -2 | 11 | -2 | 9
Cc1cccc(-c2nnc(SCC(=O)NC3CC3)n2C)c1 | -5 | 1 | -0.2 | -7 | -1 | 6 | -1 | -6
c1ccc(-c2nccc3ccccc23)cc1 | -2 | 1 | 0.6 | -23 | -3 | 7 | 17 | 4
CCc1noc(C)c1C(=O)NNC(=O)c1nn(C)c(=O)c2ccccc12 | -5 | 0 | -0.6 | 0 | -2 | 6 | 2 | -4
CCNS(=O)(=O)c1ccc(CCC(=O)Nc2ccccc2)cc1 | -12 | 0 | -0.9 | 3 | -1 | 8 | 6 | 2
Cc1nc2ncnn2c(C)c1CCC(=O)Nc1csc(N)n1 | -11 | 1 | 1.9 | -6 | -12 | 10 | 11 | -5
CCOc1ccc(C(Nc2ccc(C)cc2)P2(=O)OCCC(C)O2)cc1 (centres undefined) | 1 | -1 | 1.1 | -12 | 2 | 17 | 2 | -11
CC1CC(C)CN(C(=O)CCNC(=O)Cn2cnc3ccccc3c2=O)C1 (centres undefined) | -4 | 0 | 1.9 | -4 | -11 | 15 | -1 | 4
O=C(NCc1cccnc1)c1cccc(OC2CCN(Cc3ccc(CO)o3)CC2)c1 | -6 | -2 | -0.7 | -52 | -3 | 3 | 0 | 6
Cc1ccc(-c2nnc(Oc3ccc(NC(=O)c4ccccc4)cc3)c3ccccc23)cc1 | 1 | -4 | -0.2 | -13 | -5 | 17 | 7 | -9
COC(=O)CSc1nnc(CNC(=O)c2cc(OC)c(OC)c(OC)c2)n1C | -2 | 0 | -0.1 | -6 | -2 | 8 | 9 | -4
C#CCOc1ccc2c(C)cc(=O)oc2c1 | -1 | 7 | 0.3 | -2 | -4 | -386 | 22 | 2
COc1cc(Br)cc2cc(C(=O)NCC3CCCO3)c(=O)oc12 (centres undefined) | -8 | 1 | -0.3 | 4 | 2 | 1 | 17 | -8
COC(=O)C1CCN(C(=O)NC2CCCCC2)CC1 | -7 | 1 | 0.8 | -22 | -4 | 17 | -3 | 3
CCN1CCN(CCNC(=O)c2ccc(CS(=O)(=O)c3ccccc3C)o2)CC1 | -5 | 3 | -0.9 | -8 | -1 | 19 | -5 | -15
Cc1cccc(OCCCN2CCOCC2)c1 | -4 | -2 | -0.8 | 15 | 8 | -6 | -8 | 4
COc1cc(CNCc2ccc(C(=O)O)cc2)ccc1OCc1ccc(F)cc1 | 0 | 0 | 1.7 | -23 | 6 | 0 | -6 | 3
COc1ccc(NCC(=O)N/N=C/c2cc([N+](=O)[O-])ccc2N2CCCC2)cc1 | 1 | -8 | -1.3 | 7 | 1 | 2 | 34 | -9
Cc1cc(C)cc(NC(=O)C(OC(=O)c2cc[n+]([O-])cc2)c2ccccc2)c1 (centres undefined) | 3 | 2 | 0.7 | 13 | 2 | -1 | 20 | -25
CCOc1ccc(-c2cc(C(=O)NCCCN3CCN(CC)CC3)c3ccccc3n2)cc1 | 1 | 2 | 0.9 | -1 | 3 | -308 | 0 | -10
Cc1nc2c(C(=O)NCc3ccccc3Cl)c[nH]n2c(=O)c1Cl | 0 | -9 | 0.4 | -10 | -1 | -48 | -11 | 49*
CCOC(=O)C1CCN(c2c(NCCC(C)C)c(=O)c2=O)CC1 | -3 | -1 | 3.5 | -10 | 2 | 40 | -12 | 2
CCC(C)(C)n1nnnc1C(C(C)C)N(CCCO)Cc1cc2cc(C)ccc2[nH]c1=O (centres undefined) | 4 | -1 | -2.2 | 7 | -1 | -87 | -7 | -15
O=C(c1ccc(F)cc1)N(C(=O)c1ccc(F)cc1)c1ncccn1 | -2 | 0 | -0.8 | 5 | 5 | 9 | 2 | -2
COc1cccc(NC(=O)C(OC(=O)c2cnc(C)cn2)c2ccccc2)c1 (centres undefined) | -5 | -1 | 3.1 | -5 | 5 | -6 | 5 | -11
CCCCNC(=O)CCC(=O)N1CCN(C(c2ccccc2)c2ccccc2)CC1 | 3 | -2 | -0.2 | 2 | -6 | 7 | -24 | 2
CCOC(=O)CCSCC(=O)N1N=C(c2cccs2)CC1c1ccc(C)cc1 (centres undefined) | -4 | -1 | -1.8 | -14 | 5 | -411 | -4 | 1
Cn1c(N)c(C(=O)COC(=O)COc2ccccc2C#N)c(=O)n(C)c1=O | 1 | -1 | -1.2 | -16 | -9 | 2 | -2 | 0
O=C(C[n+]1cccc2ccccc21)c1ccc(NC(=O)c2ccccc2)cc1 | 2 | -2 | -0.3 | 9 | 0 | -5 | -11 | 13
COc1ccccc1CNCc1cc(=O)oc2c(C)c(C)ccc12 | 5 | 1 | 0.6 | 3 | 3 | 16 | 6 | 1
CCOC(=O)N1CCN(S(=O)(=O)c2ccc(C(=O)Nc3nnc(CSC)o3)cc2)CC1 | 10 | 2 | 0.2 | 8 | 10 | 10 | -40 | -5

7 structures already listed, ordered by formula weight, descending.
SMILES | HKDC1 inhibitor | GRIN3A LBD mod | MPTP inh | SENP6 block | SENP7 block | SENP8 inh | PfG6PD inh | ATG4B inh
CCC(C)(C)n1nnnc1C(C(C)C)N(CCCO)Cc1cc2cc(C)ccc2[nH]c1=O (centres undefined) | 4 | -1 | -2.2 | 7 | -1 | -87 | -7 | -15
CCOC(=O)CCSCC(=O)N1N=C(c2cccs2)CC1c1ccc(C)cc1 (centres undefined) | -4 | -1 | -1.8 | -14 | 5 | -411 | -4 | 1
COc1ccc(NCC(=O)N/N=C/c2cc([N+](=O)[O-])ccc2N2CCCC2)cc1 | 1 | -8 | -1.3 | 7 | 1 | 2 | 34 | -9
Cc1cc(C)cc(NC(=O)C(OC(=O)c2cc[n+]([O-])cc2)c2ccccc2)c1 (centres undefined) | 3 | 2 | 0.7 | 13 | 2 | -1 | 20 | -25
O=C(C[n+]1cccc2ccccc21)c1ccc(NC(=O)c2ccccc2)cc1 | 2 | -2 | -0.3 | 9 | 0 | -5 | -11 | 13
Cc1nc2c(C(=O)NCc3ccccc3Cl)c[nH]n2c(=O)c1Cl | 0 | -9 | 0.4 | -10 | -1 | -48 | -11 | 49*
COC(=O)C1CCN(C(=O)NC2CCCCC2)CC1 | -7 | 1 | 0.8 | -22 | -4 | 17 | -3 | 3

(continued)
SMILES | HKDC1 inhibitor | GRIN3A LBD mod | MPTP inh | SENP6 block | SENP7 block | SENP8 inh | PfG6PD inh | ATG4B inh
Cc1cc(C)n(CC(C)NCc2c(C(=O)N3CCOCC3)nc3c(C)cccn23)n1 (centres undefined) | 1 | 0 | 0.5 | -12 | 9 | -1 | -11 | -7
NNC(=O)CCn1c2ccccc2c2ccccc21 | -5 | 2 | -1.8 | -11 | 2 | -4 | 4 | -8
O=C(CN(Cc1ccccc1Cl)C(=O)c1ccc(CN2CCOCC2)o1)NCC1CCCO1 (centres undefined) | -1 | -1 | 1.2 | -16 | -4 | 6 | -5 | -15
Cn1ncc(N=Cc2c(O)ccc3ccccc23)c1C(=O)N1CCOCC1 | 20 | 1 | 1.0 | 6 | 7 | -16 | 4 | -16
Cc1cc(=O)[nH]c(SCC(=O)N2c3ccccc3CC2C)n1 (centres undefined) | 5 | 0 | -5.2 | 0 | 1 | 16 | -18 | 7
Cc1c(C(=O)N2CCOCC2)[nH]c2c1C(=O)CC(c1ccc(Cl)cc1)C2 (centres undefined) | -4 | -3 | -6.1 | 0 | 2 | 22 | 9 | 0
O=C1CN(c2ccccc2F)C(=O)CN1c1ccccc1F | -6 | 2 | -0.8 | -12 | -7 | 26 | -10 | -24
CCCN1CCC(NC(=O)c2cccc(Oc3ccccc3)c2)CC1 | 0 | 4 | -0.2 | -12 | -8 | 6 | -3 | 3
CN(C(=O)c1cccc(NC(=O)Cc2ccc(NC(=O)C3CCCN(C(=O)c4ccccc4)C3)cc2)c1)C1CCCC1 (centres undefined) | -1 | -3 | 0.3 | · | · | 16 | -27 | -10
O=C(O)c1cc(-c2cccc3ccccc23)nc2ccccc12 | 0 | 3 | 0.6 | 10 | 0 | -214 | 9 | -7
CCn1c(SCC(=O)N2CCCc3ccccc32)nc2c(c1=O)SC(C)C2 (centres undefined) | 3 | -14 | 0.3 | -8 | 5 | 0 | 7 | 7
CC1CC(C)(C)NC2(CCCC2)N1 (centres undefined) | -7 | 0 | 0.9 | · | · | 3 | 5 | -2
Cc1ccc(NC(=O)CC2SC3=NCCCN3C2=O)c(C)c1 (centres undefined) | -8 | 1 | 4.4 | 4 | 1 | -33 | 1 | -8
NS(=O)(=O)c1ccc(CCNC(=O)/C=C/c2ccccc2[N+](=O)[O-])cc1 | -4 | 6 | 0.6 | -27 | -4 | 5 | 4 | -9
COc1cc(C=NCC2OCCc3ccccc32)cc(OC)c1 (centres undefined) | -8 | -3 | 0.7 | -8 | -4 | 6 | -7 | 10
Cc1cc(CNC(=O)C2(C(F)(F)F)C/C(=C\Cc3ccccc3)CCCO2)nn1C (centres undefined) | -6 | 0 | 0.2 | -3 | -4 | 12 | 5 | -9
O=C(C(Cl)c1ccccc1)N1CCOCC1 (centres undefined) | -3 | 1 | -1.6 | 1 | 3 | 1 | -2 | -2
COc1cc(C(=O)OCC(=O)N2c3ccccc3NC(=O)C2(C)C)ccc1OCC(C)C | -4 | -3 | 0.2 | -28 | -11 | 9 | 9 | -5
CCCOC(=O)c1c(NC(=O)CCC(=O)O)sc2c1CCCCC2 | -4 | -1 | -0.3 | 1 | 3 | 3 | -3 | 5
CCOC(=O)C1=NN(C(=O)Nc2ccc(OC)cc2)C2C(=O)N(c3cccc(C(F)(F)F)c3)C(=O)C12 (centres undefined) | -1 | -5 | -4.8 | -8 | 10 | 25 | -3 | -6
CC1(C)Nc2ccc(O)cc2-c2c1ssc2=S | 12 | -28 | 1.6 | 39 | 20 | 67* | 72* | -9
COc1ccc(CN2C(=O)c3cccnc3C2=O)cc1S(=O)(=O)N1CCOc2ccc(Cl)cc21 | 3 | 0 | -0.2 | -3 | 10 | 17 | -7 | -4
Cc1cc(S(=O)(=O)NC(C)C)ccc1OCC(=O)Nc1ccc2c(c1)OCCO2 | -1 | 1 | 0.1 | -21 | -12 | 2 | 14 | -6
CC(=O)C1=C(O)C(=O)N(Cc2cccnc2)C1c1ccc(C(C)C)cc1 (centres undefined) | -2 | -1 | -1.1 | -11 | -1 | 4 | -9 | 2
COc1ccc([N+](=O)[O-])cc1N(CC(=O)Nc1ccccc1C(=O)N1CCCC1)S(C)(=O)=O | -6 | 4 | -1.0 | -11 | 4 | 11 | 7 | 9
Cn1c(=O)n(C/C=C/c2ccccc2)c(=O)c2c1nc1n2CCCN1c1ccc(F)cc1 | 5 | -4 | 8.8 | -11 | -1 | 5 | 17 | -17
